PhoP GFP inhibition = PhoP regulon inhibitors, Salmonella typhi PhoP promoter GFP reporter, confirmatory (AID 1850); Salmonella Typhi PhoP-promoter GFP reporter, fluorescence, 4 h; higher % means a stronger effect; inhibition, % at 50 µM, or IC50 in µM where a hit was titrated; 0.33% of 310,000 active; in the data active = a potency from the dose series; inconclusive = inhibition mostly from about 25% at the one dose, without a potency; inactive = the rest, 99 in 100 with inhibition below about 19%;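 note: 0% = induced wells with vehicle and 100% = uninduced wells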
H1N1 NS1A inhibition = H1N1 influenza NS1A inhibitors, functional cell based assay (AID 504329) | NS1A functional cell-based assay, percent inhibition; higher % means a stronger effect | 0.3% of 340,000 active | inhibition, % at 12.5 µM, or IC50 in µM where a hit was titrated; in the data active = a potency from the dose series; inconclusive = inhibition above about 27% without an active follow-up result; note: strong numbers were not always called active
M. tuberculosis HTS = M. tuberculosis growth inhibition, HTS (AID 449762). M. tuberculosis H37Rv growth inhibition, 7H9 media; higher % means a stronger effect. inhibition, % at 25 µM; hits with a dose series show IC50 in µM. 0.59% of 330,000 active; in the data active = a potency from the dose series; inconclusive = inhibition above about 70% without an active follow-up result;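 note: bacterial growth assessed after seven days of incubation; strong numbers were not always called active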
M. tuberculosis = growth inhibition of non-replicating M. tuberculosis (AID 488890) | Mycobacterium tuberculosis non-replicating, growth inhibition; higher % means a stronger effect | inhibition, % at 25 µM, or IC50 in µM where a hit was titrated | 0.39% of 320,000 active; in the data active = a potency from the dose series; inconclusive = inhibition mostly from about 82% at the one dose, without a potency; inactive = the rest, 99 in 100 with inhibition below about 76%;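 note: plate controls were DMSO cells for no effect and high antibiotic wells for full effect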
inhibitors of VEEV = inhibitors of VEEV TC-83 cytopathic effect, confirmation, Vero cells (AID 588727). Vero cells, VEEV TC-83 cytopathic effect inhibition; higher % means a stronger effect. 0.13% of 350,000 active. inhibition, % at 20 µM, or IC50 in µM where a hit was titrated; in the data active = a potency from the dose series; inconclusive = inhibition mostly from about 14% at the one dose, without a potency; inactive = the rest, 99 in 100 with inhibition below about 12%; note: strong numbers were not always called active
inhibitors of VEEV 10K pilot screen = further read-out of inhibitors of VEEV, marked with its call; inhibition, %; measured here: 10K pilot screen inhibition
The depositor's hits bear a star.

CN(CC(=O)Nc1cccc(F)c1)C(=O)c1ccc(N2CCCCCC2)c([N+](=O)[O-])c1 was read as PhoP GFP inhibition 0%, H1N1 NS1A inhibition 8%, M. tuberculosis HTS -6%, M. tuberculosis 13% and inhibitors of VEEV 3.6%.
For COc1ccc(-c2nsc3c(N4CCCCC4)ncnc23)cc1 the results were PhoP GFP inhibition -6%, H1N1 NS1A inhibition -2%, M. tuberculosis HTS 0%, M. tuberculosis 4% and inhibitors of VEEV 3.2%.
CCc1ccc(OCC(=O)N(C)C)c(Br)c1 was read as PhoP GFP inhibition -2%, H1N1 NS1A inhibition 3%, M. tuberculosis HTS -8%, M. tuberculosis -8% and inhibitors of VEEV 1.7%.
For O=C(c1ccc2c(c1)OCO2)N(c1ccc(Cl)cc1)C1C=CS(=O)(=O)C1 (stereo not drawn) the results were PhoP GFP inhibition -2%, H1N1 NS1A inhibition -5%, M. tuberculosis HTS 4%, M. tuberculosis 5% and inhibitors of VEEV inactive.
For Cc1nc(N)[nH]c(=O)c1CC(=O)OCCCl the results were PhoP GFP inhibition 11%, H1N1 NS1A inhibition -1%, M. tuberculosis HTS -9%, M. tuberculosis -5% and inhibitors of VEEV inactive.
For Cc1nn(-c2ccc(F)cc2)c(C)c1NS(=O)(=O)c1ccc(Cl)cc1 the results were PhoP GFP inhibition 2%, H1N1 NS1A inhibition 2%, M. tuberculosis HTS -7%, M. tuberculosis 11%, inhibitors of VEEV inactive and inhibitors of VEEV 10K pilot screen 0.0.
`CC(C)c1ncc(C(O)c2ccccc2)n1C` (stereo not drawn) gave PhoP GFP inhibition -23%, H1N1 NS1A inhibition 4%, M. tuberculosis HTS -5%, M. tuberculosis -5% and inhibitors of VEEV inactive.
`O=S(=O)(c1ccc(NC(=S)NN=Cc2ccccc2O)cc1)N1CCCCC1` gave H1N1 NS1A inhibition 23% and inhibitors of VEEV 4.3%.
`O=C(Cn1cccc1)N1CCN(c2ccc(F)cc2)CC1` gave PhoP GFP inhibition 1%, H1N1 NS1A inhibition -2%, M. tuberculosis HTS -8%, M. tuberculosis 17% and inhibitors of VEEV 1.0%.
c1ccc(-c2nc(-c3ccccn3)nc(-c3ccccn3)n2)nc1 was read as PhoP GFP inhibition -2%, H1N1 NS1A inhibition 8%, M. tuberculosis HTS 15%, M. tuberculosis -5% and inhibitors of VEEV inconclusive.

Structural class: the entries above with fluorine
CN(CC(=O)Nc1cccc(F)c1)C(=O)c1ccc(N2CCCCCC2)c([N+](=O)[O-])c1 was read as PhoP GFP inhibition 0%, H1N1 NS1A inhibition 8%, M. tuberculosis HTS -6%, M. tuberculosis 13% and inhibitors of VEEV 3.6%.
For Cc1nn(-c2ccc(F)cc2)c(C)c1NS(=O)(=O)c1ccc(Cl)cc1 the results were PhoP GFP inhibition 2%, H1N1 NS1A inhibition 2%, M. tuberculosis HTS -7%, M. tuberculosis 11%, inhibitors of VEEV inactive and inhibitors of VEEV 10K pilot screen 0.0.
`O=C(Cn1cccc1)N1CCN(c2ccc(F)cc2)CC1` gave PhoP GFP inhibition 1%, H1N1 NS1A inhibition -2%, M. tuberculosis HTS -8%, M. tuberculosis 17% and inhibitors of VEEV 1.0%.

Next part
`COc1ccc(CCNC(=O)CNS(=O)(=O)c2ccc(N(C)C)c([N+](=O)[O-])c2)cc1OC` gave PhoP GFP inhibition 3%, H1N1 NS1A inhibition 0%, M. tuberculosis HTS 4%, M. tuberculosis 38% and inhibitors of VEEV 0.1%.
For CCOc1cc(-c2nc3c(C)cccn3c2NCC2CCCO2)ccc1O (stereo not drawn) the results were PhoP GFP inhibition -4%, H1N1 NS1A inhibition -1%, M. tuberculosis HTS -9%, M. tuberculosis 16% and inhibitors of VEEV 1.5%.
COc1ccc2ccccc2c1CN1CCN(Cc2ccccc2)CC1 was read as PhoP GFP inhibition 13%, H1N1 NS1A inhibition -1%, M. tuberculosis HTS 1%, M. tuberculosis 14% and inhibitors of VEEV inactive.
For CN1CCN(S(=O)(=O)c2ccc(NC(=O)c3csc4ccccc34)cc2)CC1 the results were PhoP GFP inhibition 4%, H1N1 NS1A inhibition -3%, M. tuberculosis HTS 0%, M. tuberculosis 13% and inhibitors of VEEV 3.8%.
CCc1noc(C)c1C(=O)Nc1cc(S(=O)(=O)N(CC)CC)ccc1N1CCOCC1 was read as PhoP GFP inhibition -1%, H1N1 NS1A inhibition 1%, M. tuberculosis HTS 2%, M. tuberculosis 9% and inhibitors of VEEV 5.4%.
`Cc1ccc(Nc2ccc(C(=O)O)cc2N)cc1` gave PhoP GFP inhibition -15%, M. tuberculosis HTS 15% and M. tuberculosis 60%.
Screening CCN(CC)C(=O)c1sc(NC(=O)Cc2ccc(OC)cc2)c(C#N)c1C returned PhoP GFP inhibition -7%, H1N1 NS1A inhibition 18%, M. tuberculosis HTS -4%, M. tuberculosis -1% and inhibitors of VEEV 1.3%.
`O=[N+]([O-])c1ccc(NN=Cc2ccco2)nc1` gave H1N1 NS1A inhibition 1% and inhibitors of VEEV 1.1%.
For O=C1NC(=O)N(c2ccc(F)cc2)C(=O)/C1=C/c1ccsc1 the results were PhoP GFP inhibition 3%, H1N1 NS1A inhibition -4%, M. tuberculosis HTS 4%, M. tuberculosis 2% and inhibitors of VEEV 2.0%.
For CC(=O)N1CCc2cc(S(=O)(=O)NCCCN3CCN(Cc4ccccc4)CC3)ccc21 the results were PhoP GFP inhibition 8%, H1N1 NS1A inhibition 2%, M. tuberculosis HTS 2%, M. tuberculosis -10% and inhibitors of VEEV inactive.
For Cn1c(Cn2cnc([N+](=O)[O-])n2)nnc1SCC(=O)Nc1ccc(Br)cc1 the results were PhoP GFP inhibition 1%, H1N1 NS1A inhibition 1%, M. tuberculosis HTS 5%, M. tuberculosis -3% and inhibitors of VEEV 0.1%.
C=CCn1c(O)c(C(C)=Nc2ccc3c(c2)CCC3)c(=O)[nH]c1=O was read as PhoP GFP inhibition -6%, H1N1 NS1A inhibition 1%, M. tuberculosis HTS inconclusive, M. tuberculosis 36% and inhibitors of VEEV 5.9%.
Screening O=C(CN(Cc1cccs1)C(=O)c1csnn1)NC1CCCC1 returned PhoP GFP inhibition 7%, H1N1 NS1A inhibition -6%, M. tuberculosis HTS -7%, M. tuberculosis 1% and inhibitors of VEEV 5.0%.
Screening CCNc1nc(Oc2ccc(F)cc2)cc(C(F)(F)F)n1 returned PhoP GFP inhibition -5%, H1N1 NS1A inhibition -1%, M. tuberculosis HTS -3%, M. tuberculosis 6% and inhibitors of VEEV 0.7%.
Screening COc1cccc(N(C(=O)c2snc(C(N)=O)c2N)C(C(=O)NCC2CCCO2)c2c[nH]c3ccccc23)c1 (stereo not drawn) returned PhoP GFP inhibition -7%, H1N1 NS1A inhibition -9%, M. tuberculosis HTS -1%, M. tuberculosis 11% and inhibitors of VEEV inactive.
`CCCCNC(=O)c1ccccc1Cl` gave PhoP GFP inhibition 0%, H1N1 NS1A inhibition -3%, M. tuberculosis HTS -6%, M. tuberculosis 47% and inhibitors of VEEV 2.4%.
`CC(=O)c1sc2nc(C)cc(C)c2c1N` gave PhoP GFP inhibition -2%, H1N1 NS1A inhibition -3%, M. tuberculosis HTS 6%, M. tuberculosis 4% and inhibitors of VEEV 2.5%.
O=C(Nc1ccccc1)N1Cc2ccccc2-n2nncc2C1 was read as H1N1 NS1A inhibition 0% and inhibitors of VEEV inactive.
Screening CCCc1nc2ccc(NC(=O)c3ccco3)cc2c(=O)n1Cc1ccccc1Cl returned PhoP GFP inhibition -4%, H1N1 NS1A inhibition 6%, M. tuberculosis HTS 4%, M. tuberculosis 5% and inhibitors of VEEV 1.6%.
COc1c2ccoc2nc2c(OC)c(OCC(O)C(C)(C)O)ccc12 (stereo not drawn) was read as PhoP GFP inhibition -3%, H1N1 NS1A inhibition 14%, M. tuberculosis HTS -10%, M. tuberculosis -3% and inhibitors of VEEV inactive.
COc1cccc(CNC(=O)c2ccc(CS(=O)(=O)Cc3ccccc3C)o2)c1 was read as PhoP GFP inhibition 1%, H1N1 NS1A inhibition 6%, M. tuberculosis HTS -5%, M. tuberculosis -4% and inhibitors of VEEV 1.3%.
Screening COC(=O)C(C)(C)c1cccnc1C#N returned H1N1 NS1A inhibition 2% and inhibitors of VEEV 1.2%.
For COc1ccc(C2/C(=C(/O)c3ccccc3)C(=O)C(=O)N2C)c(OC)c1 (stereo not drawn) the results were PhoP GFP inhibition -4%, H1N1 NS1A inhibition -7%, M. tuberculosis HTS -15%, M. tuberculosis -24% and inhibitors of VEEV 2.3%.
For COc1ccc(C(=O)CSc2nc3ccccc3n2CC(=O)c2ccccc2)cc1 the results were PhoP GFP inhibition -6%, H1N1 NS1A inhibition -1%, M. tuberculosis HTS 0%, M. tuberculosis -5% and inhibitors of VEEV 2.0%.
`CCOC(=O)C1=C(C)NC(=O)NC1c1ccc(OC)c(CN2CCOCC2)c1` (stereo not drawn) gave PhoP GFP inhibition -1%, H1N1 NS1A inhibition -6%, M. tuberculosis HTS -1%, M. tuberculosis -4% and inhibitors of VEEV 0.6%.
`Oc1ccc(N2CCN(C(c3cccnc3)c3nnnn3Cc3ccccc3)CC2)cc1` (stereo not drawn) gave PhoP GFP inhibition -9%, H1N1 NS1A inhibition 3%, M. tuberculosis HTS 7%, M. tuberculosis 50% and inhibitors of VEEV 0.6%.
`CCOc1ccc(N2C(=O)CC(N3CCN(C(=O)c4ccco4)CC3)C2=O)cc1` (stereo not drawn) gave PhoP GFP inhibition 7%, H1N1 NS1A inhibition -1%, M. tuberculosis HTS 4%, M. tuberculosis 15% and inhibitors of VEEV 1.8%.
For O=C(Cn1nnc(-c2ccccc2)n1)NCc1cccs1 the results were PhoP GFP inhibition 2%, H1N1 NS1A inhibition 0%, M. tuberculosis HTS -8%, M. tuberculosis -18% and inhibitors of VEEV 0.8%.
Screening O=C(COC(=O)/C=C/c1ccccc1)NCc1ccc2c(c1)OCO2 returned H1N1 NS1A inhibition 0%, M. tuberculosis HTS 8%, M. tuberculosis 10% and inhibitors of VEEV 1.3%.
CCCCn1c(NCc2ccncc2)nc2ccccc21 was read as PhoP GFP inhibition 2%, H1N1 NS1A inhibition 1%, M. tuberculosis HTS 2%, M. tuberculosis 3% and inhibitors of VEEV 0.1%.

Looked up by structure from the list above (two):
For COc1ccc(C2/C(=C(/O)c3ccccc3)C(=O)C(=O)N2C)c(OC)c1 (stereo not drawn) the results were PhoP GFP inhibition -4%, H1N1 NS1A inhibition -7%, M. tuberculosis HTS -15%, M. tuberculosis -24% and inhibitors of VEEV 2.3%.
`Oc1ccc(N2CCN(C(c3cccnc3)c3nnnn3Cc3ccccc3)CC2)cc1` (stereo not drawn) gave PhoP GFP inhibition -9%, H1N1 NS1A inhibition 3%, M. tuberculosis HTS 7%, M. tuberculosis 50% and inhibitors of VEEV 0.6%.

The results go on.
`O=C1/C(=C/c2cc3c(cc2Cl)OCO3)N2CCC1CC2` gave PhoP GFP inhibition 2%, M. tuberculosis HTS -2% and M. tuberculosis -1%.
`CC(c1ccco1)N(C(=O)Nc1ccc(Cl)cc1)c1ccccn1` (stereo not drawn) gave PhoP GFP inhibition -9%, H1N1 NS1A inhibition -12%, M. tuberculosis HTS -5%, M. tuberculosis 1% and inhibitors of VEEV 1.3%.
`O=C(CCCC(=O)N1CCN(c2cccc(Cl)c2)CC1)c1ccccc1` gave PhoP GFP inhibition -17%, H1N1 NS1A inhibition 1%, M. tuberculosis HTS -1%, M. tuberculosis 49% and inhibitors of VEEV 3.1%.
For Cc1cc(Nc2ccc(C)c(C)c2)n2nc(C)nc2n1 the results were PhoP GFP inhibition -11%, H1N1 NS1A inhibition -4%, M. tuberculosis HTS -7%, M. tuberculosis -29% and inhibitors of VEEV 6.8%.
`CCCc1nnc(NC(=O)CN2CCN(C)CC2)s1` gave PhoP GFP inhibition -9%, H1N1 NS1A inhibition 15%, M. tuberculosis HTS 8%, M. tuberculosis 8% and inhibitors of VEEV 2.7%.
C=CCSC(=S)NC1CCS(=O)(=O)C1 (stereo not drawn) was read as PhoP GFP inhibition 4%, H1N1 NS1A inhibition -7%, M. tuberculosis HTS 3%, M. tuberculosis 45% and inhibitors of VEEV 9.2%.
NC(=O)CSc1nnc(-c2cc(-c3ccc(Cl)cc3)nc3ccccc23)o1 was read as PhoP GFP inhibition 2%, H1N1 NS1A inhibition -20%, M. tuberculosis HTS -6%, M. tuberculosis 0% and inhibitors of VEEV 0.3%.
O=C(Nc1ccnn1C1CCN(Cc2cc(Cl)ccc2O)CC1)C1CC1 was read as PhoP GFP inhibition 10%, H1N1 NS1A inhibition -4%, M. tuberculosis HTS 9%, M. tuberculosis 7% and inhibitors of VEEV inactive.
